Nrf2 block: Nrf2 qHTS screen for inhibitors. 2.1% of 360,000 active. A549 ARE-Fluc reporter, luciferase luminescence, 18-24 h. Potency, µM (doses to about 46 µM), inactives show top-dose activity change, negative = inhibition, actives largely listed as inhibitors; also: potency is read from the fitted curve at half-maximal effect; % is scaled to controls: 0 for no effect and ±100 for the full control effect; nearly all actives have a fitted effect of over 60% in size
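Concentration-response testing used A549 ARE_Fluc cells at 5000 cells/well. Following an 18-24 h compound incubation, viability was read by fluorescence (Ex 405/Em 525) and luciferase output by luminescence.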
ATXN viability: Viability Counterscreen for Primary qHTS for Inhibitors of ATXN expression; 0.49% of 400,000 active; Potency, µM (titrated, usually from 56.7 µM), hits mostly cytotoxic; S2 cells (HEK-293 line with an ATXN2-luciferase reporter) viability, CellTiter-Fluor protease fluorescence, 24 h; also: potency is read from the fitted curve at half-maximal effect; nearly all actives have a fitted effect of over 40% in size
CCT modulator: High-Throughput Screening for Modulators of Cytosolic Chaperonin Activity | purified chaperonin ATPase assay, HTRF ADP detection, 30 min | activity change, % (concentration not given with the values), hits read low | 0.3% of 360,000 active; in the data active = activity change below about -30%; also: % is scaled to controls: 0 for no effect and ±100 for the full control effect
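TRiC (40 or 20 nM final, by batch activity) in 30 mM Tris pH 7.4, 100 mM KCl, 5 mM MgCl2, 1 mM DTT was treated with compound at 76 uM single dose, then 10 uM ATP, 30 min at 37 °C. ADP was read by HTRF Transcreener.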
Mm-Cpn inhibitor: Inhibitors of TCP-1 ring complex (TRiC) of Methanococcus maripaludis (MmCpn): qHTS. purified Mm-Cpn ATPase, ADP Transcreener TR-FRET. 0.031% of 330,000 active. Potency, µM (highest dose often 76.9 µM), for the others: at the highest dose activity, negative = inhibition, most hits filed as inhibitors. Chaperonin Mm-Cpn (Methanococcus maripaludis); also: potency is read from the fitted curve at half-maximal effect; % is scaled to controls: 0 for no effect and ±100 for the full control effect; nearly all actives have a fitted effect of over 80% in size
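ATPase read-out: TR-FRET ADP immunoassay (anti-ADP Eu cryptate vs ADP-d2), ex 320 nm, em 590/665 nm; signal drops as ADP forms. Enzyme 25 nM, ATP 10 uM, 30 min at 37°C after 10 min compound preincubation.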
Nrf2 ARE act: qHTS of Nrf2 Activators; AREc32 ARE-luciferase reporter (MCF7-derived line), luminescence, 24 h; Potency, µM (highest dose often 46.1 µM), for inactives: at the top dose activation, hits mostly activators; 0.31% of 410,000 active; also: potency is read from the fitted curve at half-maximal effect; % of control where 0% means no effect; nearly all actives have a fitted effect of over 65% in size
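Steps: seed AREc32_Fluc cells (1000/well, 5% FBS OPTI-MEM); incubate overnight at 37 deg C; add 23 nL compound; incubate 24 hr; add Steady-Glo; hold 30 min RT; read luminescence.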
Akt phos inh: HTS Assay for Inhibitors of Akt Phophorylation: Primary Screen. Neuro2A IGF-stimulated pAkt S473 HTRF, 20 min; stronger effect = lower value. activity change, % for hits at 50 µM. 0.32% of 360,000 active; in the data active = activity change below about -80%; inconclusive = mostly about -51% to -80%; also: % is scaled to controls: 0 for no effect and ±100 for the full control effect
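Neuro2A cells in DMEM with 0.5% FBS, overnight at 37 deg C, given compound at single 50 µM final, then IGF (6 nM final) for 20 min at 37 deg C. Lysed; phospho-Akt Ser473 by HTRF after 24 h, 665/615 ratio.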
TGFb inhibitor: qHTS for Inhibitors of TGF-b. HepG2 CAGA-GFP TGF-b/SMAD3 reporter, GFP fluorescence, 18 h; TGF-beta stimulated, 500 pg/mL final. Potency, µM (highest dose often 46.1 µM), for the others: top-dose activity, negative = inhibition, hits mostly inhibitors. 1.2% of 410,000 active. AID 588855, 2011; also: potency is read from the fitted curve at half-maximal effect; % is scaled to controls: 0 for no effect and ±100 for the full control effect; nearly all actives have a fitted effect of over 65% in size
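Per well, imaged GFP fluorescence of HEPG2 CAGA-GFP cells gives the signal; cells get compound, then TGF-beta (500 pg/mL final), 18 h at 37 degrees C; %Activity versus -TGF-beta and +DMSO controls.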
A549 tox: Nrf2 qHTS screen for inhibitors: counterscreen for cytotoxicity | AID 504648, 2011 | Potency, µM (highest dose often 46 µM), for inactives: at the highest dose activity change, negative = cytotoxicity, usual class: inhibitors | A549 ARE-Fluc cells, CellTiter-Fluor viability, 18-24 h | 0.16% of 390,000 active; also: potency is read from the fitted curve at half-maximal effect; % is scaled to controls: 0 for no effect and ±100 for the full control effect
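A549 ARE-Fluc cells in 5% FBS OPTI-MEM, 5000 cells/well, rested 2 h then exposed to compounds in concentration-response for 18-24 h at 37 °C. Viability by CellTiter-Fluor fluorescence (Ex 405/Em 525) after 30 min; luciferase luminescence (BugLite, 15 min, RT) read afterwards.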
HepG2 tox: qHTS for Inhibitors of TGF-b: Cytotox Counterscreen; HepG2 CAGA-GFP viability, ATP luminescence, 18 h; Potency, µM (titrated, usually from 46.1 µM), inactives show at the highest dose activity change, negative = cytotoxicity, hits mostly cytotoxic; 0.76% of 410,000 active; AID 588856, 2011; also: potency is read from the fitted curve at half-maximal effect; some results filed as inactive show a strong effect at the top dose
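HepG2 CAGA-GFP cells (1000/well, DMEM with 1% FBS) received compound, then TGF-beta at 500 pg/mL final, and were incubated 18 hours at 37 degrees C. Viability was read by CellTiter-Glo luminescence. Media-only wells were set as complete cell-killing and DMSO as no toxicity.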
An asterisk follows results filed as active; i = inactive; ? = inconclusive; . = not tested or not shown. Unless noted, calls follow the shape of the dose curve; as a rule, active = well fitted curve in the direction sought with a large enough effect; inconclusive = small, poorly fitted or top-dose-only effect, or another doubt; inactive = no such curve, though single readings can be large; an effect the other way counts as inactive or inconclusive. Rows were taken by chance; any-hit rate near 4.4%.

SMILES	Nrf2 block	ATXN viability	CCT modulator	Mm-Cpn inhibitor	Nrf2 ARE act	Akt phos inh	TGFb inhibitor	A549 tox	HepG2 tox
Cc1ccc(Nc2cc(C(=O)NCc3cccs3)c3ccccc3n2)c(C)c1	5%	i	.	.	0.2%	.	0%	8%	-13%
CCC1CCCCN1S(=O)(=O)c1ccc(-n2cnnn2)c(C)c1 (stereo unspecified)	-27%	i	-0.9	-4%	-0.4%	i	-1%	-5%	-20%
Cc1cc([N+](=O)[O-])c(NC2CCCCC2)c([N+](=O)[O-])c1	7%	i	0.8	.	0.5%	i	-4%	-16%	1%
Cc1ccc(N2CCN(C(=O)C3CCN(S(=O)(=O)c4cccc5nsnc45)CC3)CC2C)cc1 (stereo unspecified)	?	i	0.5	.	-0.2%	i	-18%	1%	-21%
CCOC(=O)c1ccc(NC(=O)CSc2nnc(C3CC3)n2C)cc1	6%	i	0.3	3%	-0.3%	i	-30%	4%	-4%
Cc1ccc(Cn2c(SCc3ccc(C(=O)NCCc4ccccc4)cc3)nc3ccncc32)cc1	?	.	.	.	3.2%	.	?	-10%	-25%
COC(=O)C1=C(C)N(Cc2ccccc2)C(=O)N[C@H]1c1ccccc1	?	i	2.3	-1%	0.6%	i	-17%	-7%	-18%
Cc1ccc(/C=N/NC(=O)Cn2cncn2)cc1	0%	i	-0.3	1%	2.3%	i	4%	11%	0%
COc1ccc(CN2C(=O)CN(C3CCCCCC3)C(=O)C2c2ccc(F)cc2)cc1 (stereo unspecified)	.	i	-2.3	0%	0.0%	i	-10%	8%	4%
COc1cccc(N/C(N)=N/c2nc(C(F)(F)F)cc(=O)[nH]2)c1	-3%	?	-0.4	-1%	0.1%	i	2%	-3%	5%
CCN(Cc1ccccc1)C(=O)COC(=O)Cn1cnc2ccccc21	-4%	i	-7.0	-1%	-0.3%	i	-1%	1%	18%
N#CCC(=O)N/N=C/c1ccc(OC2CSC2)cc1	1%	i	-2.0	-6%	2.8%	i	-2%	7%	-18%
O=C(CCS(=O)(=O)c1ccccc1)NNC(=O)COc1ccc(F)cc1	15%	i	-1.6	-1%	-0.1%	i	-1%	1%	4%
S=C(NCc1ccccc1)NNc1ccccc1	?	i	-4.0	-2%	22%	i	?	7%	-3%
COc1ccccc1N1CCN(c2ncnc3c2c(-c2ccccc2)cn3-c2cccc(Cl)c2)CC1	.	.	.	.	-0.3%	.	-2%	2%	-9%
COc1ccc(NC(=O)C(c2ccccn2)N(C(C)=O)c2ccc(C)cc2)cc1 (stereo unspecified)	5%	?	1.6	1%	0.3%	i	-38%	-10%	-10%
CCc1noc(C)c1C(=O)N1CCN(S(=O)(=O)c2cccs2)CC1	6%	i	-3.6	0%	-0.7%	i	9%	0%	-16%
CC1(C)CC(=O)C=C(c2cccnc2)C1	-18%	i	-0.6	.	-1.2%	i	3%	-1%	-2%
Cc1c2cnn(CC(=O)NCc3ccccn3)c(=O)c2c(C)n1Cc1ccc(Cl)cc1	-19%	i	0.9	1%	-0.1%	i	-3%	2%	-1%
C#CCOCCOCCOCCNc1nc(N2CCN(C(=O)Cn3cc(CC(C)O)nn3)CC2)nc(N2CCN(C(=O)[C@H](CCCCN)n3cc(CC(C)O)nn3)CC2)n1 (stereo partly specified)	4%	i	-1.9	.	0.4%	i	6%	1%	10%
Cc1ccc(S(=O)(=O)c2nnn3c2nc(NCc2ccc4c(c2)OCO4)c2sccc23)cc1	-16%	.	.	.	0.3%	.	20%	-1%	-9%
O=C(Nc1nccs1)c1cc(S(=O)(=O)N2CCOCC2)c(Cl)cc1Cl	21%	i	0.4	1%	-0.2%	i	-18%	-8%	-20%
O=S1(=O)CCN2N=C(C34CC5CC(CC(C5)C3)C4)SC2=N1	-16%	i	-1.2	0%	-0.7%	i	3%	-13%	17%
O=c1[nH][nH]c2c1[C@@H](c1ccc(F)cc1)O[C@H](C1CCCCC1)C2	.	?	-0.3	.	-0.4%	i	.	.	.
Nc1nc(-c2ccc(Br)cc2)c(S(=O)(=O)c2ccccc2)s1	-32%	i	-0.9	1%	-0.1%	i	9%	-7%	6%
COC(=O)/C=c1/s/c(=C(\C#N)C(=O)NCc2ccco2)n(-c2ccc(C)cc2)c1=O	.	?	0.8	-1%	-0.5%	i	-12%	-2%	10%
O=C(NCC1CCCO1)c1cc(-c2ccccc2F)no1 (stereo unspecified)	?	i	-1.8	0%	?	i	-1%	1%	-25%
Cc1cc(C)c2c(N)c(C(=O)Nc3ccccc3C(F)(F)F)sc2n1	.	?	.	.	5.3%	.	6%	0%	-22%
COc1ccc(CNC(=O)c2noc(C(C)C)c2[N+](=O)[O-])cc1	-9%	?	-0.7	-1%	7.4%	i	15%	0%	3%
CC1CCC(NC(=O)c2ccc3c(c2)N(Cc2ccccc2F)C(=O)c2ccccc2S3=O)CC1 (stereo unspecified)	12%	i	.	.	1.0%	.	-6%	-9%	5%
CC(=O)NCc1c(Cl)cccc1-n1cccc1	3%	i	0.1	0%	0.2%	i	-8%	-5%	6%
O=C(Nc1ccc(F)cc1)Nc1cc(S(=O)(=O)N2CCOCC2)ccc1N1CCCC1	2%	?	-0.1	2%	0.2%	i	12%	-19%	-21%
COc1ccc(C(c2nnnn2C(C)(C)C)N2CCN(C(=O)c3ccco3)CC2)cc1 (stereo unspecified)	-1%	i	-2.6	-1%	-0.3%	i	-1%	1%	-29%
O=C(OCc1ccccc1)N1CCC2CC1c1c(-c3ccc(C(F)(F)F)cc3)cccc12 (stereo unspecified)	?	i	0.1	.	-0.4%	i	-1%	8%	-11%
COc1cc(CNCCN2CCOCC2)ccc1OCc1ccc(Cl)cc1Cl	-4%	.	0.3	1%	8.2%	i	20µM*	0%	-101%
COc1ccc(C(=O)COC(=O)C(CCCCN2C(=O)C3C4C=CC(C4)C3C2=O)N2C(=O)C3C4C=CC(C4)C3C2=O)cc1 (stereo unspecified)	22%	i	-3.1	0%	0.6%	i	-19%	9%	-30%
CS(=O)(=O)N1CCN(C(=O)c2ccccc2F)CC1	-15%	i	-4.1	0%	0.4%	i	-1%	-6%	-27%
O=C(Cn1nc(-c2ccccc2)c2ccccc2c1=O)Nc1cccnc1	14%	i	2.1	0%	-0.4%	i	-12%	0%	-9%
Cc1ccc(OC(=O)c2cccc(S(=O)(=O)N3CCCC3)c2)c(-n2nc3ccccc3n2)c1	?	i	-13	0%	4.5%	i	2%	-3%	-68%
COc1cccc(Nc2c([N+](=O)[O-])cncc2[N+](=O)[O-])c1	-3%	?	1.6	1%	?	i	?	-14%	-29%
CN(C)CCOc1ccc(Cl)cc1C(C)(C)C	-9%	i	3.9	1%	-0.2%	i	?	6%	8%
O=C(COc1ccccc1F)OCC(=O)N1CCc2ccccc21	9%	i	-2.0	1%	0.3%	i	-1%	2%	-2%
CC1=C(CC(=O)O)c2cc(F)ccc2/C1=C\c1ccc(S(C)=O)cc1 (stereo unspecified)	3%	i	-2.3	-6%	-0.4%	i	0%	-5%	-4%
CC(C)Cn1cc(NC(=O)N2CCN(c3ccccc3F)CC2)c2ccccc2c1=O	?	?	.	.	-1.1%	.	0%	-5%	-21%
COc1ccccc1CNC(=O)CN1CCN(Cc2ccc(Cl)cc2)C1=O	1%	i	-4.7	.	0.0%	i	-5%	6%	-14%
Oc1ccc(CCc2n[nH]c(=S)n2-c2ccc(F)cc2)cc1	-5%	i	0.4	-4%	-0.1%	i	6%	1%	13%
N#Cc1cccc(NC(=O)c2ccc(S(=O)(=O)N3CCOCC3)cc2)c1	1%	?	-0.8	2%	0.5%	i	-1%	0%	-1%
COc1cc(C2C(C#N)=C(N)Oc3n[nH]c(-c4cccnc4)c32)cc(Br)c1O (stereo unspecified)	-2%	i	-1.5	-1%	4.5%	i	-3%	-11%	0%
CN(C(=O)c1ccc(NC(=O)C2CCN(C(=O)OC(C)(C)C)CC2)cc1)C1CC1	-8%	i	-3.3	1%	3.2%	i	-21%	2%	-10%
COC(=O)c1ccc(NS(=O)(=O)c2cccc3cccnc23)cc1	-14%	i	-3.4	1%	-0.3%	i	-14%	0%	12%
CC[C@H](C)[C@H](NC(=O)CNC(=O)COc1cc2c(c3oc(=O)cc(C)c13)CCC(C)(C)O2)C(=O)O	6%	i	-3.4	-5%	0.2%	i	0%	-10%	5%
Clc1ccc(-c2nnc3n2CCCCS3)cc1	12%	i	-1.5	3%	0.3%	i	0%	7%	-1%
CCOc1cccc2cc(C(C)=O)oc12	1%	i	1.0	1%	0.1%	i	-13%	0%	-17%
COc1ccc(/C=N/NC(=O)Cn2ccnc2C)cc1OC	-9%	i	-1.7	2%	-0.1%	i	8%	2%	-10%
CC(=O)NCCn1c(SCC#N)nc2ccccc2c1=O	-28%	?	0.0	3%	0.2%	i	0%	-6%	-18%

Structures above containing bromine, in the order listed:
SMILES	Nrf2 block	ATXN viability	CCT modulator	Mm-Cpn inhibitor	Nrf2 ARE act	Akt phos inh	TGFb inhibitor	A549 tox	HepG2 tox
Nc1nc(-c2ccc(Br)cc2)c(S(=O)(=O)c2ccccc2)s1	-32%	i	-0.9	1%	-0.1%	i	9%	-7%	6%
COc1cc(C2C(C#N)=C(N)Oc3n[nH]c(-c4cccnc4)c32)cc(Br)c1O (stereo unspecified)	-2%	i	-1.5	-1%	4.5%	i	-3%	-11%	0%
